Source: PubChem BioAssay (several laboratories)
Redox H2O2 prof – compounds producing H2O2 with reducing agent – biochemical, NIH compound library profiling, artefact control for MLSCN library redox annotation, primary screen; actives 0.03% (n = 200,000); activation, % at 10 µM; DTT-dependent redox cycling H2O2, phenol red/HRP absorbance; 100% = 100 µM peroxide control, 0% = buffer; AID 878, 2007;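 active = activation of at least 50% relative to the plate's high and low controls in the primary single-dose screen; inactive = activation below 50%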;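 note: compound incubated with DTT at 0.8 mM final as the reducing agent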
L major viab – Leishmania major promastigote growth inhibition, primary screen; actives 9% (n = 200,000); inhibition, % at 10 µM; Leishmania major promastigotes, resazurin fluorescence viability; in the data active = inhibition above about 50%;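 note: promastigotes grown with compound for 44 hours at 28 °C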
PPARg SRC-2 ag – agonists of PPARg-SRC-2 recruitment, primary screen, biochemical, HTS. Peroxisome proliferator-activated receptor gamma (Homo sapiens), P37231. PPARgamma LBD-SRC-2 recruitment. activation, % at 8 µM. actives 0.34% (n = 200,000); in the data active = activation above about 22%;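 note: 0% = vehicle and 100% = reference agonist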
Target sequence (P37231 whole entry, looked up, the tested form may be a part): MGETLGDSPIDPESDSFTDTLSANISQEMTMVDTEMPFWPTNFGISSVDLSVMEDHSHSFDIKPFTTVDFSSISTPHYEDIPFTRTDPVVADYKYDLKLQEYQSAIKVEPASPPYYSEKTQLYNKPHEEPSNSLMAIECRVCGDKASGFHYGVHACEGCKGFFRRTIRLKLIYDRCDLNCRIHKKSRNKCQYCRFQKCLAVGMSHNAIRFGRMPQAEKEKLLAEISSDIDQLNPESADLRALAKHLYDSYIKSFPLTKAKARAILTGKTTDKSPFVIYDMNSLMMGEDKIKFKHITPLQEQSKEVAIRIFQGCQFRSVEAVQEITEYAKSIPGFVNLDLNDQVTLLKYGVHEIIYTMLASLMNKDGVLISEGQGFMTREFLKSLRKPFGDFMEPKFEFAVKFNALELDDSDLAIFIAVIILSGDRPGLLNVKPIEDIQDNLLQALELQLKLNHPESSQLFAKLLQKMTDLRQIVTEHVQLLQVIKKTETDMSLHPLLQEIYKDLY
bIAP inh – bovine intestinal alkaline phosphatase inhibitors, primary screen, selectivity assay for TNAP inhibitor project, biochemical, bovine IAP, CDP-star luminescence. alkaline phosphatase, intestinal [Bos taurus]. purified bovine IAP, 30 min. inhibition, % at 20 µM. 190,000 tested, under 10 active;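 active = over 50% inhibition of intestinal alkaline phosphatase at 20 µM in the single-dose screen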
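test system = bovine IAP enzyme | medium = DEA buffer 100 mM, pH 9.8, with MgCl2 1.0 mM, ZnCl2 0.02 mM | detection = luminescence | dosing = single compound dose of 20 µM, 2% DMSO final | incubation = 30 min reaction at room temperature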
PPARg SRC-1 ag – PPARgamma agonists recruiting SRC-1 coactivator, primary screen, biochemical; Peroxisome proliferator-activated receptor gamma (Homo sapiens), P37231; PPARgamma-SRC-1 coactivator recruitment biochemical assay; activation, % at 8 µM; actives 0.41% (n = 200,000); AID 631, 2007; in the data active = activation above about 19%;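 note: 0% = DMSO and 100% = reference agonist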
PPARg SRC-3 ag – PPARgamma agonists recruiting SRC-3 coactivator, primary screen, biochemical; Peroxisome proliferator-activated receptor gamma (Homo sapiens), P37231; biochemical PPARgamma/SRC-3 coactivator recruitment assay; activation, % at 8 µM; actives 0.26% (n = 200,000); AID 731, 2007; in the data active = activation above about 23%;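 note: 0% = DMSO and 100% = reference agonist; some compounds past the cut are filed as inactive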
TR-FRET SRC-2 ct – TR-FRET signal artefacts, primary screen, artefact control for PPARgamma SRC-2 agonist project, biochemical | TR-FRET artefact counter-screen; stronger effect = higher value | TR-FRET ratio at 8 µM | actives 0.4% (n = 200,000) | AID 1049, 2008; in the data active = TR-FRET ratio above about 2000; note: inactives centre near 1500
ROMK mod – ROMK potassium channel modulators, primary screen, cell-based, thallium flux, MLSMR library | ATP-sensitive inward rectifier potassium channel 1 (Homo sapiens), P48048 | Tet-inducible ROMK, thallium flux fluorescence; actives lie on both sides | B-score at 10 µM | actives 2% (n = 130,000) | AID 1918, 2009;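 active = signal ratio slope over the read window, or its plate-corrected B-score, at least 3 SD from the plate mean, either direction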;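 note: B-score of the F/F0 ratio slope over 7 to 12 s after thallium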
RAM network inh – inhibitors of the yeast RAM network, primary screen, dse1pr::URA3 reporter, 5-FOA selection. actives 1.8% (n = 190,000). AID 868, 2007. S. cerevisiae dse1pr::URA3 reporter, 5-FOA growth OD615, 2 d; analog-sensitive cbk1-as2 kinase mutant strain. inhibition, % at 50 µM;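 active = inhibition above a set limit, 3 SD over mean compound inhibition, cut at about 8.4% in these data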;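 note: 0% = DMSO-only wells with no growth and 100% = 10 µM 1-NA-PP1 full growth; inhibition rescues growth on 5-FOA so higher OD means more RAM inhibition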
HMGR II inh – inhibitors of E. faecalis class II HMGR, primary screen, biochemical, Enterococcus faecalis; HMG-CoA reductase (Enterococcus faecalis, mvaE); purified E. faecalis HMGR, NADPH absorbance 340 nm kinetic; inhibition, % at 10 µM; actives 0.41% (n = 190,000); AID 1066, 2008;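 active = inhibition above a set limit, the median over all tested compounds plus 3 SD, cut at about 9.5% in these data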;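 note: enzyme runs in reverse so mevalonate oxidation gives rising NADPH absorbance; 0% = complete reaction with DMSO and 100% = background rate lacking mevalonate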
S1P3 antagonist – S1P3 receptor antagonists, primary screen, cell-based. Sphingosine 1-phosphate receptor 3 (Homo sapiens), Q99500. CHO S1P3 NFAT-BLA reporter, FRET fluorescence, antagonist mode. inhibition, % at 4.98 µM. actives 0.27% (n = 170,000);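 active = inhibition above the plate cutoff, the mean inhibition of test wells on that plate plus 3 SD, cut at about 28% in these data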;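 note: cells challenged with S1P at its EC80 of 0.8 µM; blue over green emission ratio from cleaved BLA substrate after 4 h stimulation; 0% = S1P-stimulated wells and 100% = unstimulated DMSO-only wells; some compounds past the cut are filed as inactive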
Target sequence (Q99500 whole entry, looked up): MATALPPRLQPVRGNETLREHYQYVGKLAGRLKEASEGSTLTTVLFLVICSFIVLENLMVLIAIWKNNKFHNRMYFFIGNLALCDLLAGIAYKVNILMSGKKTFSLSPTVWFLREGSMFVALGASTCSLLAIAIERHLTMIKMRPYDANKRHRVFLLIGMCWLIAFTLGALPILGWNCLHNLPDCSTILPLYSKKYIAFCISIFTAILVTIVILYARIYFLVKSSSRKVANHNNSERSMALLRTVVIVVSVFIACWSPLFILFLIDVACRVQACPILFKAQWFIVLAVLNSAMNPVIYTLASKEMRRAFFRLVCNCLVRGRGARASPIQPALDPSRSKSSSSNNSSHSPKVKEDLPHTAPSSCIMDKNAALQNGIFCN
The depositor's hits bear a star; . = not tested or not shown.

SMILES | Redox H2O2 prof | L major viab | PPARg SRC-2 ag | bIAP inh | PPARg SRC-1 ag | PPARg SRC-3 ag | TR-FRET SRC-2 ct | ROMK mod | RAM network inh | HMGR II inh | S1P3 antagonist
Cc1nc(Cl)sc1C(=O)Nc1ccccc1 | 0.0 | -12.7 | 1.2 | 6.9 | 9.7 | 1.4 | 1370 | 0.843 | 0.9 | 0.2 | -7.6
COc1ccc(CN2C(=O)CCC(C(=O)O)C2c2ccccc2)cc1 (centres undefined) | -1.5 | -2.2 | 8.2 | 4.8 | -0.8 | 0.2 | 1450 | -0.306 | -0.2 | -3.7 | -5.6
Cc1cc(/C=C(\C#N)C(=O)Nc2ccccc2F)c(C)[nH]1 | -0.7 | -7.8 | -0.6 | -3.8 | 7.0 | 4.4 | 1517 | 0.345 | 5.5 | 5.1 | 5.6
COCCSc1nnc(NC(=O)C2CC(=O)N(c3ccc(OC)cc3)C2)s1 (centres undefined) | -0.9 | -0.2 | 14.7 | 4.3 | 6.0 | 4.6 | 1502 | . | -0.8 | -1.6 | -2.9
CC1CCc2c(sc3ncnc(NS(=O)(=O)c4cccs4)c23)C1 (centres undefined) | -1.2 | -0.5 | -3.8 | 8.7 | 0.6 | 0.4 | 1495 | 1.03 | 6.4 | -4.5 | -13.4
O=C(NC(=O)c1ccc(Cl)c(Cl)c1)OC1CCS(=O)(=O)C1 (centres undefined) | -0.5 | -8.0 | 0.9 | 14.8 | 2.6 | -0.9 | 1605 | -0.0877 | 0.6 | -7.0 | -32.5
COC(=O)/C(C#N)=C1/C=Cc2ccccc2N1 | 0.1 | -8.3 | 8.4 | 3.3 | 5.6 | 4.5 | 1570 | -0.671 | 0.5 | -7.0 | -12.3
O=C(/C=C/c1ccc(O)c(O)c1)c1ccc(S(=O)(=O)N2CCCCCC2)cc1 | 0.7 | 95.2* | 0.5 | 9.5 | 13.3 | -2.2 | 1606 | 0.000594 | 9.4* | -3.9 | 1.0
COc1ccccc1C1CC(c2ccc(C)cc2)Nc2ncnn21 (centres undefined) | 1.3 | 9.3 | -0.5 | 0.7 | -0.9 | 1.1 | 1605 | . | 0.0 | 1.1 | -9.9
Cc1ccc(NC(=O)C2CCCN(S(=O)(=O)c3c(C)noc3/C=C/N(C)C)C2)cc1F (centres undefined) | -2.3 | -3.9 | 4.2 | 1.0 | 6.3 | 7.5 | 1596 | . | 2.3 | -1.0 | -2.3
Cc1ccc(S(=O)(=O)NCc2nnc(SCC(=O)Nc3cccc(C)c3C)n2C)cc1 | 0.2 | 3.1 | 4.0 | 8.5 | -5.4 | 3.1 | 1652 | -0.186 | -0.9 | 3.1 | .
COC(=O)c1cccc(NC(=O)CN2CCOCC2)c1 | 1.3 | -4.2 | -2.2 | 2.7 | 10.2 | -3.2 | 1549 | 0.438 | -0.1 | -2.3 | -15.9
CN1CCN(c2nc(-c3ccccc3)cc(C(F)(F)F)n2)CC1 | 7.8 | 1.2 | 2.4 | -1.5 | -0.6 | 1.7 | 1476 | . | 1.6 | -4.1 | .
CCOC(=O)Nc1ccc2c(c1)ncn2C1CCCCC1 | -2.0 | 84.0* | 3.5 | -7.7 | 0.7 | 7.6 | 1545 | -0.321 | 0.5 | -0.4 | 8.1
OC(COCC1COc2ccccc2O1)CN1CCc2ccccc2C1 (centres undefined) | 1.1 | 98.9* | -3.0 | -1.0 | -3.9 | -0.9 | 1673 | . | -1.1 | -8.0 | .
O=C(NCCc1ccccc1)c1nc2ncccn2n1 | 0.0 | -4.3 | 8.8 | 6.6 | 4.4 | 10.7 | 1620 | 0.0757 | 0.9 | -1.6 | .
COc1cccc(C(=O)OC2CCCN(C)C2)c1 (centres undefined) | -0.7 | -0.1 | -3.9 | 4.1 | -0.9 | -0.6 | 1412 | -0.887 | -0.1 | 1.6 | .
CCc1c(C)nc2ncnn2c1Nc1ccc(C#N)c(Cl)c1 | 1.5 | -7.4 | 2.0 | -8.5 | 7.8 | -3.7 | 1541 | -0.0183 | 0.2 | -2.6 | 1.8
COc1ccc2[nH]c3nc(SCC(=O)Nc4ccc5c(c4)OCO5)nnc3c2c1 | 0.3 | 6.2 | 1.2 | -8.3 | -4.2 | -20.4 | 1378 | -0.0505 | 6.3 | 1.5 | .
CCOC(=O)C1=C(C)N=C2SC(CC)C(=O)N2C1c1cccc(F)c1 (centres undefined) | -8.7 | 0.7 | 3.7 | -7.9 | 1.5 | 0.8 | 1556 | -1.37 | 0.0 | 3.7 | -19.3
O=C(OCc1ccccc1)C1CCCN1C(=O)c1ccccc1[N+](=O)[O-] (centres undefined) | -4.7 | -7.5 | 7.4 | -0.6 | 2.3 | 7.4 | 1505 | -0.0385 | 0.3 | 1.4 | .
COC(=O)c1ccccc1NC(=O)C/C(C)=N/NC(=O)CC#N | 0.0 | 1.0 | 2.7 | -35.5 | 2.0 | 2.5 | 1532 | . | 1.4 | -10.1 | -3.6
Cc1cc(C)cc(OCC(=O)Nc2ccc3c(c2)OCCO3)c1 | -0.3 | -2.6 | -6.3 | 27.6 | -0.5 | 2.2 | 1703 | 0.776 | -1.4 | -2.1 | -3.3
O=C(/C=C/c1ccccc1)N1c2ccccc2Sc2ccc(C(F)(F)F)cc21 | 0.6 | 97.5* | 10.8 | 6.5 | 2.2 | 4.8 | 1804 | 0.787 | 4.0 | -2.5 | -2.9
Cc1ccc(-c2nnc(COc3cccc(-n4cnnn4)c3)o2)cc1 | 0.8 | 5.3 | 0.5 | 0.5 | -4.9 | -15.0 | 1619 | 0.99 | 4.2 | -7.3 | -8.3
COc1cc(C(O)P(=O)(OCC(C)C)OCC(C)C)cc(OC)c1OC (centres undefined) | 1.2 | -0.1 | 8.8 | 2.5 | 3.9 | 9.3 | 1767 | . | 0.4 | -2.6 | .
COc1cc(C2=NOC(C(=O)Nc3cccnc3)C2)cc(OC)c1OC (centres undefined) | -0.3 | -3.0 | 0.5 | -0.1 | 2.1 | -1.4 | 1768 | 1.1 | 1.4 | -0.9 | 3.8
O=C(Nc1ccc(Cl)cc1C(=O)N1CCOCC1)c1cccc([N+](=O)[O-])c1 | 0.0 | 21.9 | -3.0 | 5.9 | -1.6 | 2.7 | 1450 | . | 2.0 | -2.3 | 10.1
O=C(Cn1ccc(=O)[nH]c1=O)NCCO | 0.0 | -10.5 | -1.3 | -4.4 | 2.5 | -3.6 | 1752 | 0.187 | 2.2 | 8.1 | -2.7
CCc1ccc(NC(=O)CNC(=O)c2cn(-c3ccccc3OC)c(=O)c3ccccc23)cc1 | 0.1 | 15.7 | 8.1 | -36.2 | 1.9 | -8.5 | 1474 | -0.946 | 5.4 | -4.8 | .
Cc1ccnc(SCC(=O)N2CCN(c3ccccc3)CC2)n1 | 0.7 | -7.7 | -6.4 | -2.3 | -8.0 | 11.8 | 1288 | 0.87 | -1.0 | -4.7 | .
CC[C@H](C)[C@H](NC(N)=O)C(=O)Nc1ccc(C)cc1 | -0.1 | -2.9 | 8.5 | 17.0 | 5.6 | 2.6 | 1599 | 0.633 | 2.3 | -2.0 | -1.3
O=C(N/N=C1\CCCc2ccccc21)c1cccc([N+](=O)[O-])c1 | 0.1 | -0.5 | -8.1 | 0.2 | -4.1 | -10.0 | 1329 | -0.721 | 1.2 | -5.4 | .
CC(=O)Nc1ccccc1OCC(=O)NCCC1=CCCCC1 | 0.0 | -4.7 | 5.7 | -5.2 | 2.5 | 1.8 | 1572 | -0.532 | -0.7 | 0.8 | -1.2
CCOC(=O)C1(CCCc2ccccc2)CCN(C(=O)c2cnc(C)cn2)CC1 | -1.0 | 0.7 | -5.1 | -19.7 | -2.7 | -1.7 | 1481 | -0.649 | 0.9 | -4.2 | -8.5
CC(C)Oc1ccc(C(=O)Nc2ccc([N+](=O)[O-])cc2)cc1 | -0.3 | 0.4 | 1.4 | -20.4 | 6.0 | -0.4 | 1735 | . | 2.3 | -0.4 | -17.6
O=C(NCc1cccnc1)C1CCCN(S(=O)(=O)c2cccc3nsnc23)C1 (centres undefined) | 0.0 | -2.5 | 2.2 | 8.5 | 0.2 | 1.1 | 1818 | 0.272 | 0.4 | -6.7 | -18.5
COCCCNC(=S)N1CCC(C(=O)c2ccc3c(c2)OCCO3)CC1 | -0.3 | -5.9 | 5.2 | 9.5 | 8.3 | 0.8 | 1655 | . | 2.5 | -0.6 | -3.6
NC(=O)c1nn(-c2ccc(Cl)cc2Cl)c(=O)cc1O | -1.5 | -12.8 | -0.9 | -15.0 | 6.8 | 0.6 | 1473 | 1.75 | 2.1 | -2.3 | -18.0
COc1ccccc1-n1c(-c2cn(C)nc2C)n[nH]c1=S | 0.2 | -3.0 | 2.1 | -27.1 | 0.2 | -0.8 | 1728 | -0.0991 | 1.5 | 1.0 | -10.0
S=C(Nc1ccccn1)Nc1ccccc1Cl | 0.6 | 21.6 | -2.0 | 7.5 | -1.1 | -1.3 | 1514 | -0.0263 | 3.1 | 0.5 | -2.5
Cc1noc(C)c1CSc1nnc2scc(-c3ccc(Cl)cc3)n12 | -0.8 | 28.6 | 10.3 | -2.6 | -3.0 | -1.2 | 1533 | -0.951 | 0.8 | 1.9 | -3.7
CC(C)OC(=O)CSc1nnc(-c2ccc([N+](=O)[O-])cc2)o1 | 0.0 | -7.0 | -1.0 | -8.6 | 3.6 | 3.0 | 1759 | -0.815 | -0.1 | -5.1 | -2.4
COc1ccccc1NC(=O)CSc1ccc(-c2cccs2)nn1 | -0.4 | 14.9 | -12.1 | 28.6 | 0.2 | 0.0 | 1527 | -0.446 | 2.6 | -4.7 | -6.9

Look-ups from the entries so far.
HMGR II inh with `COc1ccccc1NC(=O)CSc1ccc(-c2cccs2)nn1` = -4.7
S1P3 antagonist with `CC(=O)Nc1ccccc1OCC(=O)NCCC1=CCCCC1` = -1.2
